Screens: PubChem, Sanford-Burnham Center for Chemical Genomics
SENP8 block-1 – SENP8 protease inhibitors, primary screen, biochemical, luminescence; Sentrin-specific protease 8 (Homo sapiens), Q96LD8; inhibition, % at 10 µM; 330,000 compounds, 1.2% hits; purified SENP8, Z-RLRGG-aminoluciferin cleavage; AID 2540, 2010; in the data active = inhibition above about 50%
HKDC1 inhibitor – HKDC1 hexokinase inhibitors, primary screen, biochemical, fluorescence, uHTS | recombinant HKDC1, G6PDH/diaphorase resazurin coupled fluorescence | inhibition, % at 20 µM | 340,000 compounds, 0.16% hits | AID 493160, 2011;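 active = inhibition above about 35% when tested at 20 µM, limit read from the data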;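 also: plate controls were DMSO wells with enzyme for no effect and DMSO wells lacking enzyme for full effect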
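test system = in-house recombinant HK5 (HKDC1) enzyme | amount = HKDC1 at 5 µg/mL | control set = DMSO-enzyme wells negative, buffer-substituted wells positive | compound = one dose of 20 µM, 1% DMSO | schedule = reaction time 90 min, room temperature, protected from light | technique = resorufin fluorescence at 613 nm | reagent = glucose with 1 mM ATP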
SENP8 block-2 – human SENP8 protease inhibitors, primary screen, biochemical, fluorescence, Nedd8 protein substrate, uHTS. recombinant SENP8. 360,000 compounds, 0.64% hits. AID 602440, 2012. inhibition, % at 20 µM. Sentrin-specific protease 8 (Homo sapiens), Q96LD8; in the data active = inhibition mostly above about 40%, no sharp cut-off; inactive = mostly below about 27%
SENP1 FRET inh – human SENP1 catalytic domain inhibitors, primary screen, biochemical, FRET, uHTS; inhibition, % at 10 µM; 360,000 compounds, 0.21% hits; recombinant SENP1 catalytic domain, CyPet-SUMO1-YPet FRET cleavage; Sentrin-specific protease 1 (Homo sapiens), Q9P0U3;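 active = inhibition at least 30% at 10 µM, raw YFP signal under a set limit, fluorescence ratio 0.5 to 1.5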;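 also: 0% = enzyme with DMSO and 100% = no enzyme wells; some results filed as inactive read as strong as hits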
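Material: hSENP1 catalytic domain, recombinant; medium: Tris pH 8 with BME, BSA, NP40 and catalase; compound: single concentration of 10 µM compound, 0.5% DMSO final; technique: FRET read of cyan and yellow fluorescence; timing: 50 min enzyme reaction, room temperature, light-protected; reagent: SFCypet-SUMO1-SFYpet substrate at 25 nM; control set: no-enzyme low, enzyme-DMSO high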
PfG6PD inh – PfG6PD enzyme inhibitors, primary screen, biochemical, fluorescence intensity, uHTS; 350,000 compounds, 0.78% hits; PfGluPho enzyme, NADPH resazurin-diaphorase fluorescence; inhibition, % at 20 µM; glucose-6-phosphate dehydrogenase-6-phosphogluconolactonase (Plasmodium falciparum 3D7); AID 504690, 2011;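 active = inhibition reaching at least a set limit at 20 µM in the primary screen, cut at about 59% in these data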;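 also: 0% = DMSO wells with substrate and 100% = DMSO wells lacking glucose-6-phosphate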
SENP7 inh – SENP7 protease inhibitors, primary screen, biochemical, luminescence, uHTS; Sentrin-specific protease 7 (Homo sapiens), Q9BQF6; recombinant SENP7, Z-RLRGG-aminoluciferin luminescence, 40 min; inhibition, % at 5 µM; 330,000 compounds, 1.5% hits;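 active = inhibition above about 50% at the single test dose, limit read from the data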;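 also: plate controls were DMSO with enzyme for no effect and no enzyme buffer wells for full effect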
SENP6 block – SENP6 protease inhibitors, primary screen, biochemical, luminescence, uHTS; Sentrin-specific protease 6 (Homo sapiens), Q9GZR1; Recombinant SENP6 catalytic domain, aminoluciferin luminescence; inhibition, % at 10 µM; 330,000 compounds, 1.8% hits;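 active = inhibition above about 50% at the single tested dose, limit read from the data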;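 also: plate controls were DMSO wells with enzyme for no effect and DMSO wells lacking enzyme for full effect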
Apaf1 inhib – inhibitors of human Apaf-1 apoptosome, primary screen, biochemical, DEVD-Rh110 fluorescence, uHTS | 330,000 compounds, 0.71% hits | reconstituted apoptosome caspase-3 activity | inhibition, % at 20 µM | Apoptotic protease-activating factor 1 (Homo sapiens), O14727; active = inhibition of at least 40% at 20 µM;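 also: plate controls were DMSO wells for no effect and DEVD-CHO caspase inhibitor wells for full effect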
Target sequence (O14727 whole entry, looked up): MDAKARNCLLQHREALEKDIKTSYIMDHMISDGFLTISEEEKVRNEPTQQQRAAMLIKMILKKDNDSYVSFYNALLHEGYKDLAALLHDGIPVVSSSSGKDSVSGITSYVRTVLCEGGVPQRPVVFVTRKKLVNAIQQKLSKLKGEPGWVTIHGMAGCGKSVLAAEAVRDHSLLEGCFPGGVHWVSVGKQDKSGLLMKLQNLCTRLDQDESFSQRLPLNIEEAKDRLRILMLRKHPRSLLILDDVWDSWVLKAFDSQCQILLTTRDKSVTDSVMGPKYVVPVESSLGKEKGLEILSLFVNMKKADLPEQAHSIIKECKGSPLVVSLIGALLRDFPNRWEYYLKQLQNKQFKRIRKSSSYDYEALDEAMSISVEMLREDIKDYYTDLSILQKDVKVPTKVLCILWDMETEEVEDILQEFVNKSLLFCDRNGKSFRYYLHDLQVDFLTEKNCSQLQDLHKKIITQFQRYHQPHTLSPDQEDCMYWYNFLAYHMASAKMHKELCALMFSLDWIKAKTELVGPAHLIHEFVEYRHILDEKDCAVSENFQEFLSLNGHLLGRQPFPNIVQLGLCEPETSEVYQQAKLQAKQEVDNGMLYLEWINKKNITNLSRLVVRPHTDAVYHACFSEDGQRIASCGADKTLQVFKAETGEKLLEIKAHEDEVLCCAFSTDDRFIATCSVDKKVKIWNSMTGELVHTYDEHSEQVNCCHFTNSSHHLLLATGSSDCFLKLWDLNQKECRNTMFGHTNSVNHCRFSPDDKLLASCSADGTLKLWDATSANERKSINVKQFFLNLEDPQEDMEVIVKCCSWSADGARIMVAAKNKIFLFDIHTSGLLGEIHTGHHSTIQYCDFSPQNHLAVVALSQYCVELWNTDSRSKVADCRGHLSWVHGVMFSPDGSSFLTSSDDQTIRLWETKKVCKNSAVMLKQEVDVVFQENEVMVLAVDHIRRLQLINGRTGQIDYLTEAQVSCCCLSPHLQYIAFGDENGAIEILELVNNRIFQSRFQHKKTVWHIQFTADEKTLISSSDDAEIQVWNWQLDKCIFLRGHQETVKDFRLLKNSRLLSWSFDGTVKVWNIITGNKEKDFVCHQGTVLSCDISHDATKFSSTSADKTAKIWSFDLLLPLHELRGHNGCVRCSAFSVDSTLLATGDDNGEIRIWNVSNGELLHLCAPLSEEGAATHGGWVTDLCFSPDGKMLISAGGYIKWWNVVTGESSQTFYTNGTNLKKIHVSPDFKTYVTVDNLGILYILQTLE
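System: Apoptosome proteins | Medium: Hepes pH 7.5 with detergent and BSA | Also added: Cytochrome c trigger plus (Z-DEVD)2-Rh110 caspase-3 substrate | Incubation: 30 min compound preincubation, 50 min activation, room temperature | Detection: Rhodamine 110 fluorescence at Ex 480/Em 540 nm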
* = called active by the depositor; i = inactive; / = no result given.

SMILES	SENP8 block-1	HKDC1 inhibitor	SENP8 block-2	SENP1 FRET inh	PfG6PD inh	SENP7 inh	SENP6 block	Apaf1 inhib
CCCC(=O)n1nc(-c2cccnc2)nc1N	-1	-5	10	0	-9	2	4	-7
COC(=O)c1ccc(-n2nnnc2SCC(=O)Nc2ccccc2OC)cc1	11	-13	3	1	13	6	-5	-20
CC(C(=O)N1CCOCCOCCOCC1)N1C(=O)c2ccccc2C1=O (stereo not drawn)	-3	-6	4	2	-7	3	9	-12
Cc1ccc2ccc[n+](Cc3ccccc3)c2c1	9	-3	-206	26	4	-7	4	-8
CCc1ccc(NC(=O)C(=O)NCCN2CCN(S(C)(=O)=O)CC2)cc1	-9	-8	7	3	20	6	-18	-2
CC(=O)N[C@@H](Cc1c[nH]c2ccccc12)C(=O)OCc1cc(C(F)(F)F)cc(C(F)(F)F)c1	-11	2	4	0	58	-8	3	25
COc1ccc(OC)c(NC(=O)C2CCCC2)c1	-2	6	8	2	3	-7	-15	-2
Cc1nc(C2CC(=O)OC23CCCCC3)cs1 (stereo not drawn)	-10	-4	17	-1	20	16	-2	1
CCOc1ccc(NC(=O)CN(C)C(=O)C2CC2C)cc1OCC (stereo not drawn)	16	-9	18	-1	6	-2	7	-2
Cc1ccc(NC(=O)Cn2cccc2)c(Br)c1	-1	5	13	1	-7	10	-14	1
COc1ccc(Oc2c(C)oc3c(CN4CCOCC4)c(O)ccc3c2=O)cc1	0	-1	-490	-2	-21	-6	0	7
CCOc1ccc(N(CC(=O)Nc2ccc(OC)cc2OC)S(=O)(=O)c2c(C)[nH]c(=O)[nH]c2=O)cc1	-4	-4	-3	-4	-22	-9	-13	2
COc1ccc(C(=O)Nc2ccccc2C(=O)NC(Cc2ccc(O)cc2)C(=O)NNC(=O)c2ccccc2)cc1 (stereo not drawn)	-8	9	-12	2	5	0	0	10
O=c1[nH]c(C2CCN(S(=O)(=O)c3ccccc3F)CC2)nc2c1nnn2Cc1ccc(F)cc1	-6	2	12	0	-20	7	-16	21
CC(=O)c1ccc(OCC(=O)NCc2ccc(F)cc2)cc1	4	-13	13	1	-9	-3	5	-9
Cc1ccc(C(=O)NCCNC(=O)c2ccccc2)cc1	-2	-4	12	-2	2	11	-4	-10
C=CCn1cc(-c2cccc(C(F)(F)F)c2)cc(C#N)c1=O	6	-5	-374	-25	-17	-1	9	4
O=C(NC1CCCCC1)C(c1ccc2ncccc2c1)N(Cc1ccc(F)cc1)C(=O)c1cccs1 (stereo not drawn)	-6	-1	4	1	4	-1	4	-2
Cc1cccc(NC(=O)Nc2cccc(C#N)c2)n1	-1	-3	6	1	-2	7	-6	-4
O=C(NCCCN1CCOCC1)c1ccc(Cl)s1	-7	-7	4	3	-18	-9	1	-6

3 compounds out of the list, sorted by molecular weight, largest number first:
SMILES	SENP8 block-1	HKDC1 inhibitor	SENP8 block-2	SENP1 FRET inh	PfG6PD inh	SENP7 inh	SENP6 block	Apaf1 inhib
COc1ccc(C(=O)Nc2ccccc2C(=O)NC(Cc2ccc(O)cc2)C(=O)NNC(=O)c2ccccc2)cc1 (stereo not drawn)	-8	9	-12	2	5	0	0	10
COc1ccc(Oc2c(C)oc3c(CN4CCOCC4)c(O)ccc3c2=O)cc1	0	-1	-490	-2	-21	-6	0	7
Cc1ccc(C(=O)NCCNC(=O)c2ccccc2)cc1	-2	-4	12	-2	2	11	-4	-10

Other results.
SMILES	SENP8 block-1	HKDC1 inhibitor	SENP8 block-2	SENP1 FRET inh	PfG6PD inh	SENP7 inh	SENP6 block	Apaf1 inhib
O=C(C[n+]1ccccc1)N/N=C/c1ccccc1F	2	-5	0	2	4	-4	-11	-1
CC1CCCCN1C(=O)COC(=O)c1cccc(NS(=O)(=O)c2ccccc2)c1 (stereo not drawn)	-6	1	5	1	-17	5	-12	13
COc1ccccc1/C=C(\NC(=O)c1ccccc1)C(=O)NCc1ccco1	-4	4	4	-1	6	-8	-11	-2
Cn1nc(C(=O)OCC(=O)Nc2cccc(S(=O)(=O)N3CCCC3)c2)c2ccccc2c1=O	-11	-1	18	1	4	-1	-6	-9
Cc1ccc(NN2C(=O)C=CC2=O)cc1	-10	-14	11	1	6	-5	-7	-11
Cc1cc(NC(=O)Nc2ccc(F)cc2F)n(C)n1	-10	-12	-2	2	21	-4	-1	0
O=C(CSc1nnc(CNc2ccc(F)cc2)n1-c1ccccc1)N1CCOCC1	1	4	32	-1	-4	1	-7	-8
Cc1[nH]c(C)c(S(=O)(=O)N(Cc2ccccc2)C(C)(C)C)c1C(=O)N1CCCC1	-3	-3	7	4	6	-9	7	12
Cc1c(Cl)cccc1NC(=O)CCN1CCOCC1	-3	-5	15	1	4	-5	6	-6
CC1=C(C(=O)NCCN2CCN(C)CC2)C2(CCC(C)CC2)OC1=O (stereo not drawn)	0	-2	15	3	-14	9	11	6

Four entries already listed, sorted by the number in SENP1 FRET inh, low to high.
Structure	HKDC1 inhibitor	SENP1 FRET inh	PfG6PD inh	SENP7 inh	SENP6 block
O=C(CSc1nnc(CNc2ccc(F)cc2)n1-c1ccccc1)N1CCOCC1	4	-1	-4	1	-7
Cc1ccc(NN2C(=O)C=CC2=O)cc1	-14	1	6	-5	-7
CC1=C(C(=O)NCCN2CCN(C)CC2)C2(CCC(C)CC2)OC1=O (stereo not drawn)	-2	3	-14	9	11
Cc1[nH]c(C)c(S(=O)(=O)N(Cc2ccccc2)C(C)(C)C)c1C(=O)N1CCCC1	-3	4	6	-9	7

Structures above that contain a thiophene ring, fused or not (two):
SMILES	SENP8 block-1	HKDC1 inhibitor	SENP8 block-2	SENP1 FRET inh	PfG6PD inh	SENP7 inh	SENP6 block	Apaf1 inhib
O=C(NC1CCCCC1)C(c1ccc2ncccc2c1)N(Cc1ccc(F)cc1)C(=O)c1cccs1 (stereo not drawn)	-6	-1	4	1	4	-1	4	-2
O=C(NCCCN1CCOCC1)c1ccc(Cl)s1	-7	-7	4	3	-18	-9	1	-6

(more compounds)
SMILES	SENP8 block-1	HKDC1 inhibitor	SENP8 block-2	SENP1 FRET inh	PfG6PD inh	SENP7 inh	SENP6 block	Apaf1 inhib
Cc1cc(C(=O)COC(=O)c2ccc3c(c2)OCO3)c(C)n1Cc1cccs1	-3	1	5	-3	5	-5	-69	17
O=C(O)c1c2c(nc3ccc(S(=O)(=O)N4CCC(C(=O)N5CCCCC5)CC4)cc13)CCCC2	-4	1	-7	-8	-5	-3	0	16
COc1cccc(C(=O)N/N=C/c2ccc(Oc3ccc([N+](=O)[O-])cn3)c(OC)c2)c1	9	6	4	1	-9	1	5	2
FC(F)(F)c1cc(-c2ccc(Cl)cc2)nc2ncnn12	3	-4	i	0	3	10	-12	9
Cn1cc(SCC(=O)O)c2ccccc21	-2	2	8	0	-11	4	4	-5
O=C(NNC(=O)c1cccs1)c1ccc(Br)o1	/	-11	5	2	13	/	/	/
O=C(Cn1nc(-c2ccccc2)ccc1=O)Nc1ccc(N2CCN(C(=O)c3ccccc3)CC2)cc1	-3	-8	10	3	4	8	-3	-16
Cc1ccc(S(=O)(=O)N(C)C)cc1NC(=O)COC(=O)C1(c2ccccc2)CC1	-3	4	-13	-2	2	8	-15	8
O=C(Nc1ccc(C(=O)NCC2CCN(Cc3ccccc3F)CC2)cc1)C1=CSCCO1	-8	-2	3	-32	-7	-5	3	-4
COc1ccc(-n2c(=O)c3ccccc3n(CC(=O)Nc3ccccc3OC)c2=O)cc1	-7	-8	-2	1	9	-1	-13	-16

Single records (already shown). Values in the order: SENP8 block-1, HKDC1 inhibitor, SENP8 block-2, SENP1 FRET inh, PfG6PD inh, SENP7 inh, SENP6 block, Apaf1 inhib
Entry for FC(F)(F)c1cc(-c2ccc(Cl)cc2)nc2ncnn12 = 3, -4, i, 0, 3, 10, -12, 9
Entry for COc1ccc(-n2c(=O)c3ccccc3n(CC(=O)Nc3ccccc3OC)c2=O)cc1 = -7, -8, -2, 1, 9, -1, -13, -16

New compounds follow
SMILES	SENP8 block-1	HKDC1 inhibitor	SENP8 block-2	SENP1 FRET inh	PfG6PD inh	SENP7 inh	SENP6 block	Apaf1 inhib
COc1ccc(CCNS(=O)(=O)CC23CCC(CC2=O)C3(C)C)cc1OC (stereo not drawn)	1	-3	7	0	-6	2	0	-5
O=C(NC1CCCC1)C(c1c(F)cccc1Cl)N(C(=O)c1csnn1)C1CC1 (stereo not drawn)	-7	-7	-1	-1	7	2	4	6
CCC(C)NC(=O)c1cn(CC)c2ccc(S(=O)(=O)N3CCCCC3)cc2c1=O (stereo not drawn)	6	-3	18	4	-7	2	11	5
Cc1ccc(NC(=O)c2c(C)noc2C)cc1S(=O)(=O)N1CCOCC1	-11	-6	12	1	4	3	1	-2
Cc1cc(Cl)c(S(=O)(=O)Nc2ccc3c(c2)OCCO3)cc1OCC(=O)NC1CCCCC1	2	0	24	1	-17	0	1	8
COc1ccc(NC(=O)c2ccc(-c3ccc([N+](=O)[O-])cc3)o2)cc1OC	0	5	24	4	29	-3	-13	4
COc1ccc(N2CCN(C(=O)CSc3nnc(-c4cccnc4)n3-c3ccc(F)cc3)CC2)cc1	-2	3	4	-2	-4	-1	15	-16
CCOC(CNc1cc(C)nc2c(-c3ccccc3OC)c(C)nn12)OCC	6	-2	-124	-4	-17	5	15	-1
O=C(N/N=C/c1ccccc1)c1cccc2ccccc12	-1	5	12	1	23	3	-11	-6
CC(C)CN(C(=O)c1ccc(S(=O)(=O)N2CCCC2)cc1)C1CCS(=O)(=O)C1 (stereo not drawn)	-4	-3	-4	2	-7	2	-4	3
CON/C=C(\C=Nc1ccc(Cl)cc1)c1ncc(C(F)(F)F)cc1Cl	-2	5	13	-4	12	5	0	15
COC(=O)CN1C(c2ccc(OC)cc2)=Nc2ccc(Cl)cc2C1c1ccccc1 (stereo not drawn)	-9	5	-17	3	34	-5	-2	21
Cc1[nH]c2ccccc2c1CCN(Cc1cccnc1)C(=S)Nc1cccc(F)c1	1	1	4	-2	6	-1	5	-1
O=C(NCC1CCCCC1)c1ccc(F)c(S(=O)(=O)N2CCOCC2)c1	7	-5	1	2	1	-10	-2	1
Cc1ccc(-c2cc(-c3ccccc3)nc(N)c2C#N)o1	0	3	-278	-31	18	0	-3	10
O=C(CSc1nnc2c(Cl)cc(Cl)cn12)N1CCN(c2ccc(F)cc2)CC1	-10	-14	13	1	3	-7	-26	-6
CN(NC(=O)COc1ccccc1)C1=NS(=O)(=O)c2ccccc21	-1	8	8	1	-17	-5	-1	4
CC(C)(Cc1ccccc1)/[N+]([O-])=C\c1ccc(C(F)(F)F)cc1	-16	-2	7	1	8	-10	-11	10

No enrichment for hits. Share with any hit: about 3.6%.
